FXIa inh: human FXIa protease inhibitors, primary screen, biochemical, single compound per well; Coagulation factor XI (Homo sapiens), P03951; purified human FXIa, fluorogenic AMC substrate cleavage; inhibition, % at 10 µM; 33,000 tested, 0.3% active;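 active = inhibition above 40% in the primary screen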;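 also: 0% = enzyme without compound and 100% = blank wells lacking enzyme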
Target sequence (P03951 19-387 limits assumed): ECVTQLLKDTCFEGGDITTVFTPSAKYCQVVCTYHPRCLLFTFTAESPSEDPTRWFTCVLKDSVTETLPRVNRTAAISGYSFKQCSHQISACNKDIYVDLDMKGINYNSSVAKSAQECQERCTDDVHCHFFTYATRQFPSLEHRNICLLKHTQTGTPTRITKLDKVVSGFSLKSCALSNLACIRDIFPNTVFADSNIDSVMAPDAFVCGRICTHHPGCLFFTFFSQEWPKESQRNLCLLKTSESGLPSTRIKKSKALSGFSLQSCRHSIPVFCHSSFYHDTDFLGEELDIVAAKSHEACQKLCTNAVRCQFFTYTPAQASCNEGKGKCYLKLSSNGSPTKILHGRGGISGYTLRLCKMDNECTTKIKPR
Target sequence (P03951 388-625 limits assumed): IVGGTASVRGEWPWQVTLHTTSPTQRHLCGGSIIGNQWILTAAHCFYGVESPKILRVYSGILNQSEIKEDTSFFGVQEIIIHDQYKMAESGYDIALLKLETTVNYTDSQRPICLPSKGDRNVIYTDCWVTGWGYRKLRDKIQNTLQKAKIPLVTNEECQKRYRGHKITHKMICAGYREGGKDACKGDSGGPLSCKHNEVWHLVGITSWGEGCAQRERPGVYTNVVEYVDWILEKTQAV
FXIIa single: human FXIIa protease inhibitors, primary screen, biochemical, single well. 33,000 tested, 0.2% active. purified human FXIIa, AMC substrate fluorescence, 2 h. AID 701, 2007. inhibition, % at 10 µM. Coagulation factor XII (Homo sapiens), P00748; in the data active = inhibition above about 30%;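 also: 0% = enzyme with vehicle only and 100% = no enzyme blank; many of its hits are not listed in these tables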
* = called active by the depositor. These rows are one share of the data; the hit share may differ from the screen's.

Second line of a record: FXIa inh, FXIIa single
1	CC1CN(S(=O)(=O)c2cccc(C(=O)OCC(=O)c3cccs3)c2)CC(C)O1 (stereo not given)
 : -9, 7
2	C=C(Cl)COc1ccc2c(CC)cc(=O)oc2c1
 : 2, -20
3	O=C(CCCC(=O)N(CC(=O)NC1CCCCC1)Cc1ccccc1)Nc1ccccn1
 : -11, 3
4	COC(=O)c1ccccc1NC(=O)Nc1nnc(N2CCC(C)CC2)s1
 : 5, 4
5	Fc1ccc(C(c2ccc(F)cc2)N2CCN(C/C=C/c3ccccc3)CC2)cc1
 : 6, 4
6	COC(=O)Nc1ccc(S(=O)(=O)N(CCO)CCO)cc1
 : -4, 4
7	CCn1c(SCc2cccc(C)c2)nnc1-c1ccc(C)cc1
 : 7, 9
8	O=C(CSCCO)Nc1cc(C(F)(F)F)ccc1Cl
 : 2, 4
9	CCOC(=O)C1C(c2cccc(Cl)c2Cl)NC(=O)NC1(O)C(F)(F)F (stereo not given)
 : 2, 1
10	CC1(C)C(=O)OC(c2cccs2)C2(CCCCC2)C1=O (stereo not given)
 : -4, 10
11	COc1ccc(C(c2nnnn2C2CCCCC2)N2CCN(c3ccc(OC)cc3)CC2)cc1 (stereo not given)
 : 3, 7
12	O=C(Nc1ccccc1)c1ccc(N2CCN(c3ccccc3)CC2)c(S(=O)(=O)N2CCOCC2)c1
 : 6, 12
13	CC1CCN(C(=O)c2cc(F)c(F)cc2Cl)CC1
 : 5, -19
14	COc1ccc(CNC(=O)C2CC(C)=C(C)CC2C(=O)O)cc1 (stereo not given)
 : -6, 5
15	CCCC(=O)NC(C)c1nc2ccccc2[nH]1 (stereo not given)
 : 5, 1
16	COc1ccc(Cn2nc(C)cc2C)cc1OC
 : -3, 5
17	CC(C)CSc1nc2c(=O)[nH][nH]c(=O)c2n1Cc1ccccc1
 : 0, 4
18	COc1ccccc1N1CCN(C(=O)CCc2ccc(S(=O)(=O)NCC(C)C)cc2)CC1
 : 5, 5
19	O=C(c1ccc(-n2cccc2)cc1)N1CCOCC1
 : -4, -1
20	O=C(NCC1CCCO1)Nc1ccccc1 (stereo not given)
 : -2, 5

One compound at a time, as listed above. Order of screens: FXIa inh, FXIIa single
O=C(NCC1CCCO1)Nc1ccccc1 (stereo not given) is listed as -2, 5
O=C(Nc1ccccc1)c1ccc(N2CCN(c3ccccc3)CC2)c(S(=O)(=O)N2CCOCC2)c1 is listed as 6, 12

Next structures follow.
Second line of a record: FXIa inh, FXIIa single
21	CCC1Nc2ccccc2-c2nnc(SC)nc2O1 (stereo not given)
 : -3, -2
22	COc1ccccc1-c1noc(-c2ccccc2C(=O)Nc2cccnc2)n1
 : 23, 6
23	CCC(C)c1ccccc1NC(=O)C1CCCO1 (stereo not given)
 : -11, 1
24	Cc1cc(NCCCn2ccnc2)n2ncc(-c3ccc(Cl)cc3)c2n1
 : -4, -4
25	Cc1cccc(NC(=O)CSc2nnc(NC(=O)CN3CCOCC3)s2)c1
 : -4, 7
26	O=C(Nc1cccc(-c2nc3cccnc3s2)c1)c1ccco1
 : 2, 8
27	CSc1nc(C)cc(C)c1C#N
 : -5, 8
28	Cc1nn(Cc2ccccc2)c2c1C(c1cccnc1)C(C#N)=C(N)O2 (stereo not given)
 : -11, -2
29	Cc1ccccc1C(=O)NCCSc1ccccc1
 : 6, 5
30	O=C(Nc1ccc(S(=O)(=O)N2CCN(c3ccccc3)CC2)cc1)c1cccs1
 : 1, -2
31	CCC(C)NC(=O)c1csc2c1CCCCC2 (stereo not given)
 : -1, 8
32	O=C(CSc1nnc(-c2ccco2)c(-c2ccco2)n1)Nc1ccccc1
 : 11, 10
33	CCCCN(CCCC)c1cn[nH]c(=O)c1Cl
 : -1, 8
34	CCCn1nnnc1SCC(=O)Nc1cccc(NC(=O)c2ccco2)c1
 : -5, 11
35	COc1ccc(OC)c(CNc2ccc(F)c(Cl)c2)c1
 : 12, -14
36	O=c1ccn([C@@H]2O[C@H](CO)[C@@H](O)[C@H]2O)c(=O)[nH]1
 : 4, 7
37	Cc1nc(-n2ncc(C#N)c2N)c2c3c(sc2n1)CCC3
 : 6, 4
38	Nc1nnc(SCC(=O)Nc2ccc3c(c2)OCCO3)s1
 : -6, 0
39	C=CCn1c(SCC(=O)Nc2sccc2C(N)=O)nc2ccccc2c1=O
 : -3, 10
40	Cc1nc2ccccc2c2c1C(=O)N(C1CCCCCCC1)C2=O
 : 4, 3
41	Cc1ccc2c(c1)c1c(n2CC(O)Cn2nc(C)c(Br)c2C)CCCC1 (stereo not given)
 : -1, 6
42	CC(C)Cn1c(SCC(=O)N2CCCCC2)nc2ccccc2c1=O
 : 2, -12
43	COc1cccc(NS(=O)(=O)Cc2ccccc2)c1
 : -1, 4
44	COc1ccccc1NC(=O)CSc1nnc(CC(=O)Nc2cccc(C(F)(F)F)c2)n1C
 : 14, 4
45	O=C1c2ccccc2C(=O)N1CCc1nc(-c2ccncc2)no1
 : 16, -10
46	COc1ccc2c(c1OC)C(=O)OC2Nc1ncc(Br)cc1Br (stereo not given)
 : 3, 9
47	C=CCn1c(SCC(=O)Nc2ccc3c(c2)OCO3)nnc1-c1ccccc1O
 : -4, 5
48	C=CCN1C(=O)CN=C1Nc1ccccc1
 : -5, 3
49	Cc1ccc(S(=O)(=O)N2CCOCC2)cc1C(=O)Nc1ccccn1
 : -10, 8
50	O=C(Cn1c(C(=O)NCc2ccco2)cc2sccc21)c1ccccc1
 : -4, 5
51	Cc1cc(NC(=O)CSc2nc3sc(C)c(C)c3c(=O)n2C2CCCC2)no1
 : -8, 3
52	CCOc1ccccc1NC(=S)NCc1ccco1
 : -15, 9
53	Cc1cccc(NC(=O)CSc2nnc(-c3cnccn3)n2Cc2ccco2)c1
 : -6, 4
54	CC(C)OP(=O)(c1ccc(N(C)C)cc1)C(O)c1c(Cl)cccc1Cl (stereo not given)
 : -3, 3
55	Cc1ccc(-c2nnn(CC(=O)N(Cc3ccccc3F)C(C(=O)NC3CCCC3)c3ccncc3)n2)o1 (stereo not given)
 : -1, 8
56	O=C(CC(c1ccccc1)c1ccccc1)Nc1ccc(Cl)cn1
 : -2, 0
57	c1ccc2c(c1)Cn1nc(Cc3nc4c(s3)CCCC4)nc1-2
 : 1, 6
58	CCc1nc(N2CCN(C(=O)c3ccccc3)CC2)c(C#N)c2c1COC(C)(C)C2
 : -4, -17
59	COc1cccc(C(=O)Nc2cccc(SC)c2)c1
 : 0, 5
60	COCn1c(COc2ccc3ccccc3c2)nc2ccccc21
 : -1, 7
61	CC1=CC(C)(C)Nc2ccc(OC(=O)C(Cc3ccccc3)N3C(=O)C4CCCCC4C3=O)cc21 (stereo not given)
 : 1, 3
62	O=C(CCn1cccc1)Nc1cccc(F)c1
 : 2, -19
63	Cc1nnc(SCC(=O)NCc2ccccc2)[nH]c1=O
 : -5, -7
64	CC(C)(C)SCCNC(=O)CN(c1ccc(F)c(Cl)c1)S(C)(=O)=O
 : -5, -10
65	CN1CCN(CC(O)COc2ccc(Cl)cc2)CC1 (stereo not given)
 : -4, 8
66	COc1ccc(C2=Nc3cc(C)ccc3OC2)cc1
 : 2, 0
67	CC(=O)Nc1ccc(S(=O)(=O)N2CCN(C3CCCCCCC3)CC2)cc1
 : 0, 5
68	CCC12CN(S(=O)(=O)c3ccc(C)cc3)CC(CC)(CN(S(=O)(=O)c3ccc(C)cc3)C1)C2=O
 : -8, 2
69	O=C1C(NS(=O)(=O)c2cccs2)=C(N2CCN(c3cccc(Cl)c3)CC2)C(=O)c2ccccc21
 : -8, 5
70	O=C(NC1CCCC1)C(c1ccccc1)N(C(=O)c1ccno1)c1ccccc1 (stereo not given)
 : -3, 0
71	CC1=C(C(=O)Nc2ccccc2)C(c2ccc3c(c2)OCO3)C2=C(CCCC2=O)N1 (stereo not given)
 : 1, 2
72	O=C(CSc1nnc2scc(-c3ccc(Cl)cc3)n12)NCc1ccco1
 : -1, 3
73	CC(C)Cc1nnc(NS(=O)(=O)Cc2ccccc2)s1
 : 1, 3
74	O=C(c1sc2ccccc2c1Cl)N(Cc1ccccc1)C1CCS(=O)(=O)C1 (stereo not given)
 : 10, 6
75	O=C1c2ccccc2NC(c2ccc(O)cc2)N1Cc1ccco1 (stereo not given)
 : 7, 5
76	CN(C)Cc1nc2c(c(=O)[nH]1)C(C)(C)Cc1ccccc1-2
 : -11, -11
77	O=C(Nc1cc(C(F)(F)F)ccc1N1CCOCC1)c1c(F)c(F)c(F)c(F)c1F
 : -2, 8
78	CCCNC(=O)c1ccccc1NC(=O)Nc1ccccc1C
 : -8, 0
79	Cc1nc(N2CCN(Cc3nc4ccccc4[nH]3)CC2)c2oc3ccccc3c2n1
 : -5, 5
80	COc1ccc2[nH]c(=O)c(CN(C(=O)c3ccco3)C3CCCCC3)cc2c1
 : 2, 4

Further results
Second line of a record: FXIa inh, FXIIa single
81	CCn1cc([N+](=O)[O-])c(C(=O)N2N=C(c3cccc4ccccc34)CC2c2ccccc2O)n1 (stereo not given)
 : 7, 6
82	CCC(CC)c1nnc(NC(=O)CCCN2C(=O)c3ccccc3C2=O)s1
 : 5, 6
83	COCCCNC(=O)Nc1ccc2c(c1)N(C)C(=O)CS2
 : 5, 11
84	O=C(c1ccccc1)N(Cc1ccc(F)cc1)Cc1nc2ccccc2c(=O)[nH]1
 : 0, 7
85	CCOC(=O)CN1NC2(CCC(C(C)(C)C)CC2)NC1=S (stereo not given)
 : -15, -12
86	Cc1nn(C)c(C)c1NC(=O)CCCSc1nc(-c2ccco2)cc(C(F)(F)F)n1
 : 2, 7
87	N/C(=N/O)c1nc(N2CCCCC2)nc(N2CCCCC2)n1
 : -1, -3
88	COc1ccccc1CNC(=O)Cn1cnc2ccccc2c1=O
 : -1, 7
89	CCOc1ccc(CN2CCNC(=O)C2CC(=O)OC)cc1 (stereo not given)
 : 3, 8
90	COC(=O)C1=C(C(=O)OC)SC(=C2C(=S)C(C)(C)N(C(=O)C(C)C)c3ccccc32)S1
 : -4, 7
91	CC1(C)CNC(=O)c2sc(N3CCOCC3)nc2C1
 : 5, 5
92	O=C(CSc1nnc(-c2cccnc2)o1)Nc1ccccn1
 : 4, 6
93	CCOc1ccc(C(O)c2nccn2C)cc1 (stereo not given)
 : 26, -15
94	Cc1nnc(NC(=O)c2cccc(NC(=O)C(C)C)c2)s1
 : 26, 4
95	NC(=O)C1CCN(CCC(=O)Nc2ccc3c(c2)CCC3)CC1
 : -4, 0
96	N#Cc1c(SCC(=O)O)nc(-c2ccccc2)c2c1CCCC2
 : -6, -2
97	Clc1ccccc1CN(Cc1ccccc1)C(c1cccs1)c1nnnn1C1CCCC1 (stereo not given)
 : 4, 16
98	COc1ccc(CCCc2nnc(SCC(=O)Nc3nccs3)n2C)cc1C
 : 2, 8
99	O=C(NCc1ccco1)c1n[nH]c(=O)c2ccccc12
 : 2, 5
100	O=C(NCc1cccs1)C1CCN(S(=O)(=O)c2ccc(Br)s2)CC1
 : -14, -14

Part of the list above in order of count of non-hydrogen atoms, lowest first.
Second line of a record: FXIa inh, FXIIa single
27	CSc1nc(C)cc(C)c1C#N
 : -5, 8
20	O=C(NCC1CCCO1)Nc1ccccc1 (stereo not given)
 : -2, 5
31	CCC(C)NC(=O)c1csc2c1CCCCC2 (stereo not given)
 : -1, 8
23	CCC(C)c1ccccc1NC(=O)C1CCCO1 (stereo not given)
 : -11, 1
66	COc1ccc(C2=Nc3cc(C)ccc3OC2)cc1
 : 2, 0
99	O=C(NCc1ccco1)c1n[nH]c(=O)c2ccccc12
 : 2, 5
6	COC(=O)Nc1ccc(S(=O)(=O)N(CCO)CCO)cc1
 : -4, 4
92	O=C(CSc1nnc(-c2cccnc2)o1)Nc1ccccn1
 : 4, 6
17	CC(C)CSc1nc2c(=O)[nH][nH]c(=O)c2n1Cc1ccccc1
 : 0, 4
56	O=C(CC(c1ccccc1)c1ccccc1)Nc1ccc(Cl)cn1
 : -2, 0
54	CC(C)OP(=O)(c1ccc(N(C)C)cc1)C(O)c1c(Cl)cccc1Cl (stereo not given)
 : -3, 3
24	Cc1cc(NCCCn2ccnc2)n2ncc(-c3ccc(Cl)cc3)c2n1
 : -4, -4
74	O=C(c1sc2ccccc2c1Cl)N(Cc1ccccc1)C1CCS(=O)(=O)C1 (stereo not given)
 : 10, 6
1	CC1CN(S(=O)(=O)c2cccc(C(=O)OCC(=O)c3cccs3)c2)CC(C)O1 (stereo not given)
 : -9, 7
30	O=C(Nc1ccc(S(=O)(=O)N2CCN(c3ccccc3)CC2)cc1)c1cccs1
 : 1, -2
58	CCc1nc(N2CCN(C(=O)c3ccccc3)CC2)c(C#N)c2c1COC(C)(C)C2
 : -4, -17
90	COC(=O)C1=C(C(=O)OC)SC(=C2C(=S)C(C)(C)N(C(=O)C(C)C)c3ccccc32)S1
 : -4, 7
3	O=C(CCCC(=O)N(CC(=O)NC1CCCCC1)Cc1ccccc1)Nc1ccccn1
 : -11, 3
44	COc1ccccc1NC(=O)CSc1nnc(CC(=O)Nc2cccc(C(F)(F)F)c2)n1C
 : 14, 4
68	CCC12CN(S(=O)(=O)c3ccc(C)cc3)CC(CC)(CN(S(=O)(=O)c3ccc(C)cc3)C1)C2=O
 : -8, 2
61	CC1=CC(C)(C)Nc2ccc(OC(=O)C(Cc3ccccc3)N3C(=O)C4CCCCC4C3=O)cc21 (stereo not given)
 : 1, 3
12	O=C(Nc1ccccc1)c1ccc(N2CCN(c3ccccc3)CC2)c(S(=O)(=O)N2CCOCC2)c1
 : 6, 12
55	Cc1ccc(-c2nnn(CC(=O)N(Cc3ccccc3F)C(C(=O)NC3CCCC3)c3ccncc3)n2)o1 (stereo not given)
 : -1, 8

Next section:
Second line of a record: FXIa inh, FXIIa single
101	Cc1nc2cc(-c3ccccc3)nn2c(C)c1CCC(=O)NCc1ccco1
 : 3, 3
102	Cc1ccc(C(C#N)c2ccc(C(=O)c3ccc(F)cc3)cc2)cc1 (stereo not given)
 : -3, 5
103	CCOC(=O)CC1C(=O)NCCN1C(=O)c1ccc(F)cc1F (stereo not given)
 : 15, -7
104	Cn1c(N)c(C(=O)COC(=O)C23CC4CC(CC(C4)C2)C3)c(=O)n(C)c1=O
 : 22, -15
